# KKLEB cytotox – reduces viability of KKLEB cystic fibrosis airway cells | KKLEB CF airway cells viability, ATPlite luminescence, overnight; stronger effect = lower value; cells stimulated with P. aeruginosa culture filtrate | activity change (cytotoxicity), % at 5 µM | AID 602141 | actives 0.36% (n = 360,000);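 active means corrected activity change at or below -50% at 5 µM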
# Vif inh – inhibitors of HIV Vif; inhibition, % at 7.49 µM; AID 602346; HEK293T cells, Vif self-association by quenched fluorescence, imaging, 24 h; actives 0.35% (n = 340,000); in the data active means inhibition above about 50%, passing the limit was not always enough; further: some results filed as inactive read as strong as hits
# PDI inh – blocks human protein disulfide isomerase activity | P07237 | PDI insulin aggregation turbidity, A650, 90 min | inhibition, % at 10 µM | actives 0.052% (n = 350,000) | AID 588391;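 active means mean inhibition across replicates of 30% or more, whatever share of single replicates reach that level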;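 further: absorbance from insulin aggregation driven by PDI reduction with DTT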
# Target sequence (P07237 whole entry, looked up): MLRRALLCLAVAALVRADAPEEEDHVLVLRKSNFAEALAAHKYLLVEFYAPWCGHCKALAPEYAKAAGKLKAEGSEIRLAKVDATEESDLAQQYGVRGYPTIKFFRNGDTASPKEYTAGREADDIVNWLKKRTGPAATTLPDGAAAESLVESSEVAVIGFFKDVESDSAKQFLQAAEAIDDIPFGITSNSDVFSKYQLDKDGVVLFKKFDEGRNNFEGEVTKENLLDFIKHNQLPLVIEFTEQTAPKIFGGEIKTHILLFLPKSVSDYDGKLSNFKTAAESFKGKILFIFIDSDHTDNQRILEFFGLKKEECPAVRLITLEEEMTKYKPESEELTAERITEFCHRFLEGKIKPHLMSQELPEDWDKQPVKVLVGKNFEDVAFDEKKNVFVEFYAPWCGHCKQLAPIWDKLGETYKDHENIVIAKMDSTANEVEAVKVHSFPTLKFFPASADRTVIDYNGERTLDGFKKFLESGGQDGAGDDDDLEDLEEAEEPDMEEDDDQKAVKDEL
# NR2E3 ag-1 – agonists of human nuclear receptor NR2E3 | inhibition of corepressor binding, % at 4.78 µM | AID 2300 | GST-NR2E3/biotin-RetCOR TR-FRET, 1536-well | actives 0.12% (n = 320,000) | Q9Y5X4;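 active means percent inhibition above the cutoff of mean plus 3 SD of all tested compounds, set per screening campaign, cut at about 20% in these data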;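 further: 0% = DMSO wells and 100% = biotin wells as full block of FRET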
# Target sequence (Q9Y5X4 whole entry, looked up): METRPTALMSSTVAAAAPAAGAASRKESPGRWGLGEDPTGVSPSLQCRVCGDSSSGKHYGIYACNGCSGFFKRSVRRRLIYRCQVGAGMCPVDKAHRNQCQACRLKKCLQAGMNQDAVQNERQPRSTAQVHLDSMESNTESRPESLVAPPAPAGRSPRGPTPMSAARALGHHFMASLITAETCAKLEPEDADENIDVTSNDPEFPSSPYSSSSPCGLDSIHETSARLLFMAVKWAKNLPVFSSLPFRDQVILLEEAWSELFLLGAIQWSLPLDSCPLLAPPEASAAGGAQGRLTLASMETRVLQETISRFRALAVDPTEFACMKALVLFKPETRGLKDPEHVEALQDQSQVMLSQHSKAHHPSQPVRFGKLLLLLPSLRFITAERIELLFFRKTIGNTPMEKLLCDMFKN
#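 Test system: GST-NR2E3 and biotin-RetCOR proteins | Quantity: 1.35 nM GST-tagged NR2E3 final | Medium: Tris pH 7.5 | Also added: 7 nM biotin-RetCOR | Dosing: Compound at 4.8 µM, single dose | Timing: 5 h at 4 °C | Detection: Time-resolved FRET | Read-out basis: Percent inhibition | Benchmarks: Biotin wells as high control, 0.6% DMSO wells as low control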
# MITF TRPM1 inh – reduces MITF-dependent TRPM1 promoter luciferase signal; SK-MEL-5 TRPM1 promoter luciferase, 24 h; inhibition, % at 12.5 µM; actives 0.83% (n = 330,000); AID 488899;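 active means mean inhibition across replicates of 60% or more, whatever share of single replicates reaches that level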; further: values of inactives mirror those of a sister screen read the other way
# Peg3 promoter – inhibitors of Peg3 promoter | HeLa PEG-Prom luciferase reporter, luminescence, overnight | AID 588405 | inhibition, % at 20 µM | actives 1.7% (n = 360,000);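 active means inhibition of at least 50% at 20 µM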
# CaV13 FRET inh – Primary screen for inhibitors of IQ motif and Ca2+-dependent inactivation inhibitor domain binding in CACNA1D, Förster resonance energy transfer in living cells, …; HEK cells, CFP/YFP FRET ICDI-IQ, plate reader, 10 min; percent FRET-ratio fall versus neutral wells; actives 0.098% (n = 340,000); inhibition, % at 12.3 µM;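 active means mean replicate inhibition of at least 30% and at least 1% of replicates passing that level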;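 further: 0% = median of the neutral control wells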
# Shn3 inh set2 – reduces Shn3 3'UTR luciferase signal in osteoblasts | Clone20 osteoblast Shn3 3'UTR firefly luciferase, 24 h | inhibition, % at 12.5 µM | actives 0.52% (n = 360,000);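 active means mean inhibition of at least 75% with every replicate also reaching 75%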;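 further: 0% = median of neutral control wells and 100% = pilot-screen positive control compound; some compounds past the cut are filed as inactive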
# NR2E3 ag-2 – agonists of human NR2E3 nuclear receptor; CHO-S Gal4-NCOR/VP16-NR2E3 two-hybrid, luciferase; inhibition of corepressor binding, % at 3.98 µM; actives 0.35% (n = 360,000); AID 602229;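 active means inhibition above the mean of all tested compounds plus 3 SD, cut at about 70% in these data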;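 further: 0% = DMSO with NR2E3 transfected cells and 100% = cells lacking NR2E3 construct; higher means lower luciferase signal from less NR2E3 corepressor binding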
# HIF-2a inh – HIF-2a inhibition; inhibition, % at 18.8 µM; actives 0.72% (n = 360,000); 786-0 RCC cells HIF-2a reporter, luciferase luminescence, overnight; AID 624352;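 active means inhibition of the luminescence signal of 40% or more relative to plate controls, in a single-dose primary screen at 18.75 µM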
# CF NFkB inh – blocks PAF-induced NF-kB reporter in cystic fibrosis cells; KKLEB NF-kB-GFP reporter, GFP fluorescence overnight; inhibition, % at 5 µM; actives 0.86% (n = 360,000);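 active means at least 50% inhibition at 5 µM, scaled per plate between neutral and stimulator controls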;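 further: PAF is a Pseudomonas aeruginosa culture filtrate used as stimulus; plate controls were PAF-stimulated DMSO wells for no effect and unstimulated DMSO wells for full effect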
# Active calls of the source: *; . = no result given.
No.	Structure	KKLEB cytotox	Vif inh	PDI inh	NR2E3 ag-1	MITF TRPM1 inh	Peg3 promoter
1	COc1cc(OC)nc(Oc2ccccc2C(=O)Oc2ccc(F)cc2Cl)n1	13	12	3	-1	5	18
2	O=[N+]([O-])c1ccc2c(c1)OCCOCCOCCOCCOCCOCCO2	-8	4	-2	2	-10	7
3	O=C(CN1C(=O)C2C3CCC(C3)C2C1=O)Oc1ccc2ccccc2c1 (stereo unspecified)	1	5	-22	0	1	37
4	CCCSc1nc2cc(S(=O)(=O)N3CCOCC3)ccc2n1CC	2	.	-1	7	0	6
5	Cc1cccc(NC(=O)CCC(=O)Nc2nnc(C3CCCCC3)s2)c1	-11	-2	-5	-4	-3	-5
6	CCOC(=O)c1ccc(N2Cc3ccccc3C2)cc1O	23	-1	0	-1	-98	-213
7	COc1ccc(CNC(=O)CN2CCC(NC(=O)c3ccc(OC)cc3)CC2)cc1	4	-8	-1	.	5	12
8	CC(C#N)N1CCN(S(=O)(=O)c2ccc3c(c2)CCC3)CC1 (stereo unspecified)	2	9	-8	1	2	5
9	O=C(CN1CCC(n2nnc3cc(F)ccc32)CC1)NCCc1ccccc1	0	-9	-2	2	-23	-23
10	O=C(CCCn1c(=S)[nH]c2ccccc2c1=O)N1CCCCC1	-5	3	1	0	2	16

No.	CaV13 FRET inh	Shn3 inh set2	NR2E3 ag-2	HIF-2a inh	CF NFkB inh
1	-8	16	-19	8	3
2	-3	-20	19	17	11
3	-5	-6	-18	2	2
4	-8	4	-38	5	-3
5	-4	-15	-15	-2	24
6	-8	-47	-73	-260	-15
7	-3	5	11	1	-3
8	-4	-6	-9	11	9
9	-5	-22	-18	-49	4
10	-5	2	5	16	-1

# (further entries)
No.	Structure	KKLEB cytotox	Vif inh	PDI inh	NR2E3 ag-1	MITF TRPM1 inh	Peg3 promoter
11	O=C(CSc1nc(O)cc(=O)[nH]1)N1c2ccccc2Sc2ccccc21	13	-1	-1	0	-4	-51
12	COc1ccc(OC)c(S(=O)(=O)N2CCCC(C(=O)N3CCCCCC3)C2)c1 (stereo unspecified)	-13	4	-12	3	4	4
13	CCOC(=O)C1=C(O)C(=O)N(c2ccc(S(N)(=O)=O)cc2)C1c1cccc([N+](=O)[O-])c1 (stereo unspecified)	-3	-18	2	1	-5	6
14	O=C(Cc1ccc(Cl)cc1)Nc1ccccc1CO	2	.	24	1	0	3
15	COC(=O)c1c(N2C(=O)[C@H]3[C@@H](C2=O)[C@]2(C(=O)Nc4c(C)cccc42)N2CCC[C@@H]32)sc(C)c1C	-21	0	9	1	13	56*
16	COc1cccc(-c2cc3nc(NCCOc4ccccc4Cl)n(C)c(=O)c3s2)c1	-8	-5	-11	.	.	-22
17	S=C(NCCc1ccccc1)N1CCN(Cc2ccccc2)CC1	8	-8	3	1	-20	-291
18	CCC(Sc1nnnn1-c1ccccc1)C(=O)Nc1nc2ccccc2s1 (stereo unspecified)	4	43	0	-1	14	-17
19	CC1CCc2[nH]c3ccc(C(=O)Nc4ccc(C(=O)N(C)C)cc4)cc3c2C1 (stereo unspecified)	6	-7	6	1	1	-25
20	Cc1ccc(S(=O)(=O)c2nc(S(=O)(=O)c3ccccc3)sc2N2CCN(CCO)CC2)cc1	4	-6	2	2	18	-27

No.	CaV13 FRET inh	Shn3 inh set2	NR2E3 ag-2	HIF-2a inh	CF NFkB inh
11	3	-12	-23	-16	-21
12	-6	-5	-8	6	12
13	3	-4	17	18	-4
14	-5	.	-15	-4	-9
15	-5	17	26	25	16
16	-3	-26	-55	-55	6
17	-3	-44	-13	-93	-10
18	.	-8	-32	-41	-17
19	.	11	-12	-29	-3
20	-2	-10	-11	0	4

# Four entries out of the list, arranged by heavy-atom count, descending.
No.	Structure	KKLEB cytotox	Vif inh	PDI inh	NR2E3 ag-1	MITF TRPM1 inh	Peg3 promoter
16	COc1cccc(-c2cc3nc(NCCOc4ccccc4Cl)n(C)c(=O)c3s2)c1	-8	-5	-11	.	.	-22
12	COc1ccc(OC)c(S(=O)(=O)N2CCCC(C(=O)N3CCCCCC3)C2)c1 (stereo unspecified)	-13	4	-12	3	4	4
11	O=C(CSc1nc(O)cc(=O)[nH]1)N1c2ccccc2Sc2ccccc21	13	-1	-1	0	-4	-51
17	S=C(NCCc1ccccc1)N1CCN(Cc2ccccc2)CC1	8	-8	3	1	-20	-291

No.	CaV13 FRET inh	Shn3 inh set2	NR2E3 ag-2	HIF-2a inh	CF NFkB inh
16	-3	-26	-55	-55	6
12	-6	-5	-8	6	12
11	3	-12	-23	-16	-21
17	-3	-44	-13	-93	-10

# Continuation.
No.	Structure	KKLEB cytotox	Vif inh	PDI inh	NR2E3 ag-1	MITF TRPM1 inh	Peg3 promoter
21	CCOC(=O)C(C)Sc1ncnc2c1nnn2-c1ccc(F)cc1 (stereo unspecified)	0	11	-9	3	-4	-31
22	Cc1cc(=O)n2nc(N3CCCC(C(=O)NCCCN4C(C)CCCC4C)C3)sc2n1 (stereo unspecified)	11	16	-5	.	.	-6
23	O=C(NC1CCC1)C1CCC(=O)N(Cc2ccccc2F)C1 (stereo unspecified)	-22	8	4	1	9	-55
24	Cc1cc(C(=O)COC(=O)Cn2cnc3c2c(=O)n(C)c(=O)n3C)c(C)n1C	-9	8	-6	-1	2	-4
25	CC(=O)Nc1ccc2sccc2c1	9	2	-6	2	7	-24
26	O=c1[nH]nc(SCc2ccccc2Cl)n1-c1ccc2c(c1)OCCO2	-2	.	-2	-2	-10	17
27	CCOC(=O)/C=C/[C@H]1CC(c2ccccc2)(c2ccccc2)CO1	2	-4	3	0	2	28
28	Cc1ccc2c(Cl)c(C(=O)Nc3cc(C)on3)sc2c1	0	-14	-3	-22	-52	-217
29	COc1ccc(-c2cc(C(=O)Nc3nc4c(C)cccc4s3)c3ccccc3n2)cc1OC	-3	-18	-2	0	11	7
30	O=C(CCn1nc(-c2ccc(Cl)cc2)c2ccccc2c1=O)NCCN1CCOCC1	-12	-1	10	0	-4	12

No.	CaV13 FRET inh	Shn3 inh set2	NR2E3 ag-2	HIF-2a inh	CF NFkB inh
21	-6	-33	-27	-79	8
22	-18	-10	-28	3	-16
23	-8	-32	-18	-25	6
24	-3	3	-4	11	-2
25	-7	-2	-36	-2	5
26	-5	16	0	24	0
27	-8	14	-10	21	20
28	-2	-62	-13	-250	-6
29	-7	-15	-24	-37	-3
30	-5	2	7	15	-1

# The list goes on.
No.	Structure	KKLEB cytotox	Vif inh	PDI inh	NR2E3 ag-1	MITF TRPM1 inh	Peg3 promoter
31	C/C(Cn1nnc2ccccc21)=N\OC(=O)c1cc(F)c(F)cc1Cl	7	16	-1	4	-9	-11
32	CCN(C(=O)Cc1c(C(=O)O)n(C)c2ccccc12)c1cccc(C)c1	0	-11	-2	-2	6	17
33	O=C(CN(Cc1ccco1)C(=O)c1cc(=O)[nH]c2ccccc12)Nc1ccccc1Br	-5	7	2	-2	-10	12
34	CCOC(=O)C1(Cc2ccccc2Cl)CCN(S(=O)(=O)N(C)C)CC1	-4	-1	1	3	9	20
35	NC(=O)c1ccc(-c2noc(-c3ccccc3F)n2)cc1	1	-13	-3	0	-57	-30
36	CCN(CC)S(=O)(=O)c1ccc2[nH]cc(C(=O)NCCN3CCCCCC3)c(=O)c2c1	-8	0	6	-1	5	4
37	NNC(=O)c1cccn(Cc2ccc(Cl)cc2Cl)c1=O	10	-13	7	-1	10	15
38	CC(=O)Nc1ccc(S(=O)(=O)Oc2ccccc2N2C(=O)C3C4CCC(C4)C3C2=O)cc1 (stereo unspecified)	4	-6	-4	5	10	14
39	Cc1noc(C)c1C(=O)N1CCN(Cc2ccccc2)CC1	-3	2	-5	2	10	-3
40	O=C(Nc1cccc(Cl)c1)c1cc(F)cc2c1OCOC2	-3	-8	-4	5	-5	-36

No.	CaV13 FRET inh	Shn3 inh set2	NR2E3 ag-2	HIF-2a inh	CF NFkB inh
31	1	11	-3	18	2
32	-21	-9	1	18	3
33	.	10	-12	9	-13
34	-6	2	-19	7	6
35	-11	-56	-112	-204	-8
36	-3	-24	-7	-9	-8
37	-4	-10	21	16	-7
38	-6	0	7	3	-15
39	.	-10	5	3	5
40	10	2	-13	-73	-6

# Looked up one by one from the entries so far:
No.	Structure	KKLEB cytotox	Vif inh	PDI inh	NR2E3 ag-1	MITF TRPM1 inh	Peg3 promoter
31	C/C(Cn1nnc2ccccc21)=N\OC(=O)c1cc(F)c(F)cc1Cl	7	16	-1	4	-9	-11
32	CCN(C(=O)Cc1c(C(=O)O)n(C)c2ccccc12)c1cccc(C)c1	0	-11	-2	-2	6	17

No.	CaV13 FRET inh	Shn3 inh set2	NR2E3 ag-2	HIF-2a inh	CF NFkB inh
31	1	11	-3	18	2
32	-21	-9	1	18	3

# Following part.
No.	Structure	KKLEB cytotox	Vif inh	PDI inh	NR2E3 ag-1	MITF TRPM1 inh	Peg3 promoter
41	CCOc1ccc(N2C(=O)CC(N(CCc3ccc(OC)c(OC)c3)C(=S)Nc3ccccc3)C2=O)cc1 (stereo unspecified)	4	.	6	0	-8	15
42	O=C(NCCCc1ccccc1)c1cccc(NC(=O)c2ccccc2)c1	12	-1	8	.	-4	-17
43	CCN(CC)CCn1c2c(c(SCC(=O)Nc3cc(C)on3)nc1=O)CCCC2	13	-13	5	3	1	-5
44	Cn1ncc(Br)c1C(=O)OCC(=O)Nc1nc(-c2ccccc2)cs1	-7	-4	-5	5	-29	-84
45	COCCN(C(=O)COC(=O)c1c(NC(C)=O)sc(C)c1C)c1c(N)n(Cc2ccccc2)c(=O)[nH]c1=O	0	10	0	-3	6	6
46	CCC(C)[C@H](NS(=O)(=O)c1ccc(C)cc1)C(=O)N1CCC(C(=O)N[C@H](C(=O)O)c2ccccc2)CC1 (stereo partly specified)	-4	-33	.	0	.	7
47	Cc1nc(N2CCOCC2)nc(N2CCCC2)c1[N+](=O)[O-]	-5	3	4	2	3	10
48	COCCNC(=O)c1cccc2c1-c1ccccc1C2=O	7	3	-1	-1	-4	5
49	Cc1nn(-c2ccc(C(=O)O)cc2)c2c1C(=O)CC(C)(C)C2	4	1	0	2	2	15
50	CCC(Sc1nnnn1-c1ccccc1)C(=O)NC(C)c1ccccc1 (stereo unspecified)	8	5	7	4	2	23
51	CC(C)(C)c1ccc(OCC(=O)Nc2ccc(C(=O)Nc3ccccc3C(=O)O)cc2)cc1	2	-3	-9	1	4	-4

No.	CaV13 FRET inh	Shn3 inh set2	NR2E3 ag-2	HIF-2a inh	CF NFkB inh
41	-3	2	-8	21	11
42	-5	8	-16	-8	17
43	-6	6	-29	6	-22
44	-4	-71	-59	-98	0
45	-7	-14	24	7	-19
46	.	-7	0	10	-6
47	-5	-10	-8	21	10
48	-2	1	-21	7	5
49	-6	-6	1	16	-13
50	-7	15	-12	-14	-28
51	.	-16	-6	-18	7

# Assay outcomes from PubChem.

# Rows are unselected, and some 3.3% of all compounds hit somewhere here.
